p53null 39C kill = selectivity test: cytotoxicity in p53 null cells, nonpermissive temperature; H1299 p53-null (neo) cells, 39C, ATPlite viability, 24 h; Potency, µM (series often up to 46.1 µM), for inactives: at the top dose activity, negative = cell killing, most hits filed as cytotoxic; 0.97% of 55,000 active; active means well fitted cell-killing curve with a large enough effect; inconclusive means small, poorly fitted or top-dose-only effect; inactive means no such curve, though single readings can be large or run the other way;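 further: 0% = DMSO only and -100% = full killing by 100 µM tamoxifen; nearly all actives have a fitted effect of over 50% in size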
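ATP-luminescence viability readout (ATPlite, 20 min RT) after 24 hr compound treatment at 39C of H1299-neo or H1299-p53A138V cells; titration up to 46 uM; normalized to DMSO and 100 uM tamoxifen; Hill-fit AC50.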
The depositor's hits bear a star; ? = inconclusive; [ ] = dose if it differs, or a comment. Potency means the concentration at half of the fitted maximal effect.

SMILES	p53null 39C kill
O=C(CCCC(=O)OCC(Cl)=C(Cl)Cl)Nc1ccc(F)cc1	-2%[1.84 µM]
O=S(=O)(Nc1nc2ccccc2nc1Cl)c1ccccc1	13%[1.84 µM]
Cc1ccccc1CSc1nc(-c2ccccc2)cc(=O)[nH]1	20%
O=S(=O)(/N=C(/c1ccc(F)cc1)N1CCCCC1)c1ccc(Cl)cc1	-8%[1.84 µM]
CC(=O)N/C(=C\c1ccccc1)C(=O)OCC(=O)N1CCCCCC1	-13%[1.84 µM]
Cc1cccc(NC(=S)N2CCN(Cc3ccccc3)CC2)c1C	14%[1.84 µM]
CCN(CC)S(=O)(=O)c1ccc(N2CCOCC2)c(NC(=O)Cc2ccc(Cl)cc2)c1	10%
Cc1cc(C)c2nc(SCC(=O)NCCN3C(=O)CSC3=O)cc(C)c2c1	1%[1.84 µM]
COc1ccc(/C=N/OCC(=O)Nc2cc(C)on2)cc1OC	24%[1.84 µM]
CC[n+]1c(/C=C(/C)SC)sc2ccccc21	-3%[1.84 µM]
Cc1ccccc1NC(=O)CSCc1nc(N)nc(Nc2ccccc2C)n1	16%[1.84 µM]
CCN(CC)c1ccc(NC(=O)COC(=O)/C=C/c2nc3ccccc3s2)cc1	12%[1.84 µM]
Cc1ccc(S(=O)(=O)N2CCCCC2)cc1NC(=O)COC(=O)C1CC2C=CC1C2 (stereo not given)	12%[1.84 µM]
CC(=O)Nc1ccc(Oc2cnccn2)cc1	9%[1.84 µM]
COc1ccc(C(=O)Nc2ccc(Oc3ncnc4sc(-c5ccccc5)cc34)cc2)cc1OC	4%
CCOc1ccc(NC(=O)CNC(=O)COc2ccccc2)cc1	15%
CC(CN(C)Cc1ccccc1)OC(=O)c1ccc(F)cc1 (stereo not given)	17%
Cc1ccc(C)c(NS(=O)(=O)c2ccc(OCC(=O)NCc3cccnc3)cc2)c1	18%[1.84 µM]
COc1ccc(-c2nnc3n(CCc4ccccc4)c(=O)c4ccccc4n23)cc1OC	10%
Cc1cccc(N2CCN(CC(O)COCc3cccs3)CC2)c1C (stereo not given)	22%[1.84 µM]
CN1CCN(Cc2nc3ccccc3c(=O)n2Cc2nc(-c3ccccc3F)cs2)CC1	-12%[1.84 µM]
Cc1ccccc1Nc1nc(=O)c2cc([N+](=O)[O-])ccc2s1	29%
CCc1nnc(NC(=O)CSc2nc(-c3ccc(F)cc3)cc(-c3ccccc3)c2C#N)s1	-8%[1.84 µM]
Cc1csc(NC(=O)c2ccc3c(=O)n4c(nc3c2)CCCCC4)n1	0%
Cc1cccc(C(=O)Nc2ccc(NC(=O)Cc3ccc(Cl)cc3)cc2)c1	?

Single entries from the entries so far.
Value of Cc1ccc(C)c(NS(=O)(=O)c2ccc(OCC(=O)NCc3cccnc3)cc2)c1 in p53null 39C kill: 18%[1.84 µM]
Value of Cc1ccc(S(=O)(=O)N2CCCCC2)cc1NC(=O)COC(=O)C1CC2C=CC1C2 (stereo not given) in p53null 39C kill: 12%[1.84 µM]
Value of O=S(=O)(Nc1nc2ccccc2nc1Cl)c1ccccc1 in p53null 39C kill: 13%[1.84 µM]
Value of Cc1ccccc1CSc1nc(-c2ccccc2)cc(=O)[nH]1 in p53null 39C kill: 20%

(more compounds)
SMILES	p53null 39C kill
O=C(NC(=S)Nc1ccc(Cc2ccncc2)cc1)c1ccccc1Cl	20%
Cc1ccc(CCC(=O)Nc2ncc(Cc3cccc(Cl)c3Cl)s2)o1	-14%[1.84 µM]
CN(C1=C(NC(=O)c2ccc(Cl)cc2)C(=O)c2ccccc2C1=O)c1ccccc1	7%[1.84 µM]
COCCCNC(=O)c1cccc2c(=O)c(C)c(-c3ccccc3)oc12	25%
CCOC(=O)c1c(C)n(C)c2cc(-c3ccc(F)cc3)c(O)cc12	16%
CNC(=S)N(Cc1ccc(OC)cc1)C1CC(=O)N(c2ccc(C(=O)OC)cc2)C1=O (stereo not given)	7%
CCCCC(=O)Nc1ccc(C(=O)NNC(=O)CCCOc2ccc(Cl)cc2Cl)cc1	-17%[1.84 µM]
CCN(CC)S(=O)(=O)c1cccc(C(=O)NN2Cc3ccccc3C2=N)c1	-3%[1.84 µM]
CC(C)CNC(=S)NC(=O)c1ccc(Cl)cc1Cl	14%[1.84 µM]
COc1ccc(CNc2nc(SCc3cc(=O)n4cc(Cl)ccc4n3)nc3ccccc23)cc1	10%
CCCCN(C(=O)CN1CCOCC1)c1c(N)n(CC(C)C)c(=O)[nH]c1=O	7%
Cc1ccc(Cc2cnc(N3C(=N)SC(c4ccccc4)C3=O)s2)cc1 (stereo not given)	18%
Cc1cccc(-c2cc(C(=O)N3CCCc4ccccc43)c3ccccc3n2)c1	-16%[1.84 µM]
O=S(=O)(NCC(c1ccco1)N1CCN(c2ccccc2)CC1)c1ccc(F)cc1 (stereo not given)	3%
Cc1ccccc1-n1nc(CSc2nc3ccccc3[nH]2)c(-c2ccccc2)c1N	22%
Cc1ccc(SCCC(=O)N/N=C/c2ccccc2O)cc1	8%
CCCCN(C)C(=S)Nc1ccc(Oc2ccccc2)cc1	1%[1.84 µM]
CC(/C=N/NC(=O)c1ccc(CN2c3cccc4cccc(c34)S2(=O)=O)cc1)c1ccccc1 (stereo not given)	2%[1.84 µM]
COc1ccccc1CNC(=O)c1ccc(-c2ccccc2)cc1	0%
CN1C(=O)[C@@H]2[C@@H]3C[C@@H]([C@H]4ON=C(c5ccc(Cl)cc5Cl)[C@@H]34)[C@@H]2C1=O	42%
CC(=C/C(=O)O)/C=C/c1ccc([N+](=O)[O-])cc1	18%[1.84 µM]
CCC(=O)Nc1ccc(NC(=O)/C=C/c2ccc(Cl)cc2)cc1	25%
Cc1ccc(Cl)cc1N1CCN(CC(O)COCc2ccco2)CC1 (stereo not given)	24%[1.84 µM]
O=C(CCSc1ccccc1)NCCSCc1ccco1	13%
O=C(COC(=O)Cc1ccc(Cl)cc1)Nc1ccccc1-c1ccccc1	13%

Grouped by structure, the entries above with two or more sulfur atoms
SMILES	p53null 39C kill
Cc1cc(C)c2nc(SCC(=O)NCCN3C(=O)CSC3=O)cc(C)c2c1	1%[1.84 µM]
CC[n+]1c(/C=C(/C)SC)sc2ccccc21	-3%[1.84 µM]
CCc1nnc(NC(=O)CSc2nc(-c3ccc(F)cc3)cc(-c3ccccc3)c2C#N)s1	-8%[1.84 µM]
Cc1ccc(Cc2cnc(N3C(=N)SC(c4ccccc4)C3=O)s2)cc1 (stereo not given)	18%
O=C(CCSc1ccccc1)NCCSCc1ccco1	13%

Additional results follow.
SMILES	p53null 39C kill
CSc1nc2ccc(NC(=O)c3cc4ccccc4o3)cc2s1	13%
Cc1cc(NC(=O)Cc2csc(-c3ccccc3)n2)ccc1Br	4%[1.84 µM]
CCc1cc(C(c2ccc(OC)c(OC)c2)N2CCOCC2)c(NC(=O)c2ccccc2)s1 (stereo not given)	17%
Fc1ccc(NC(=S)NC2CCCCC2)c(F)c1F	-13%
C=CCn1c(SCc2csc(-c3ccc(Cl)cc3)n2)nnc1-c1ccccc1OC	6%
COc1cc(NC(=O)CSc2nc(C)c(C)c(C)n2)c(C)cc1[N+](=O)[O-]	1%[1.84 µM]
NC(=O)CSc1nc2scc(-c3ccc(Cl)cc3)c2c(=O)n1Cc1ccccc1	2%
CCOc1ccc(-c2[nH]ncc2-c2csc(C)n2)c(O)c1	-14%[1.84 µM]
O=C(Cc1nc2ccccc2[nH]1)N/N=C/c1ccccc1	-5%
Cc1ccc(NC(=O)CN(C)C(=O)CCOc2cccc(C)c2)cc1	6%[1.84 µM]
Cc1cc(Br)c2nc3c(c(C(=O)O)c2c1)CCCCC3	-1%[1.84 µM]
COc1ccc(CCNC(=O)CCNC(=O)c2ccc(Cl)cc2)cc1OC	9%
N#C/C(=C\c1ccccc1)C(=O)Nc1cc(S(=O)(=O)N2CCOCC2)ccc1N1CCCC1	12%
Cc1cccc(C(C)C)c1NC(=O)COC(=O)Cc1ccsc1	16%[1.84 µM]
COc1cc(/C=C(\C#N)C(=O)c2c(C)[nH]c3ccccc23)cc(OC)c1OC	14%
O=c1c2ccccc2c(C=Nc2cccc(S(=O)(=O)NCc3ccco3)c2)c(O)n1-c1ccc(Cl)cn1	25%
Cc1ccc2c(Cl)cc(Cl)c(OCC(=O)Nc3cc(S(=O)(=O)N(C)C)ccc3C)c2n1	9%
CCOC(=O)c1cnc2c(-c3cccc(Br)c3)cnn2c1C	20%
O=[N+]([O-])c1ccc(N2CCN(c3ccccc3F)CC2)c(S(=O)(=O)N2CCOCC2)c1	26%
COc1ccccc1/C=C(/CC(=O)NCc1ccccc1)c1nc2ccccc2s1	3%[1.84 µM]
CCOC(=O)c1sc2ccccc2c1OC(=O)c1ccccc1OC	-5%[1.84 µM]
COc1cc(/C=C(/C#N)c2ccccc2F)ccc1OCc1ccccc1	-20%[1.84 µM]
O=C(COC(=O)CCCSc1nc2ccccc2[nH]1)Nc1ccc(Oc2ccccc2)cc1	32%[1.84 µM]
CCOC(=O)C1=C(C)NC(C)=C(C(=O)OCC)C1/C=C/c1ccccc1OC	5%
COc1cc2c(cc1NC(=O)CN(C)Cc1ccc(OC)c(OC)c1)oc1ccccc12	-8%[1.84 µM]
SMILES	p53null 39C kill
Cc1ccc2cc(/C=N/NC(=O)c3ccccc3O)c(Cl)nc2c1	9%[1.84 µM]
CC(C)n1cc(/C=N/NC(=O)COc2cccc3cccnc23)c2ccccc21	-2%[1.84 µM]
COC(=O)c1ccc(/C=C2\N=C(SC)SC2=O)cc1	18%
CCc1ccccc1NC(=O)COc1ccc2oc(-c3ccc(OC)cc3)cc(=O)c2c1	24%
COc1ccc(/C(C)=N/OC/C(O)=C(\C#N)c2nc3ccccc3[nH]2)cc1	-9%[1.84 µM]
Cc1ccc(C)c(-n2cc(-c3ccc(Cl)cc3)nc2SCC(=O)NC2CCS(=O)(=O)C2)c1 (stereo not given)	10%[1.84 µM]
Cn1c(-[n+]2c(-c3ccccc3)cc(-c3ccccc3)cc2-c2ccccc2)nc2cc([N+](=O)[O-])ccc21	-9%[1.84 µM]
O=S1(=O)CC2N=C(N(Cc3ccc(F)cc3Cl)c3ccccc3F)SC2C1 (stereo not given)	6%
CN(CC(=O)Nc1ccc(C#N)cc1)CC(=O)Nc1ccc(N2CCOCC2)cc1	29%
COc1ccc(-n2nnnc2SCC(=O)NNC(=O)c2ccc([N+](=O)[O-])cc2)cc1	22%
CCc1ccc(CN(C)CC(=O)Nc2ccccc2[N+](=O)[O-])cc1	26%
O=C(O)/C(=C\c1ccccc1Cl)c1ccc(S(=O)(=O)N2CCCCC2)s1	31%
CC(C)C(O)(C#CCN1CCCCC1)C(C)C	-6%[1.84 µM]
Cc1ccc(-n2c(SCC(=O)N3Cc4ccccc4CC3C(=O)O)nnc2-c2cccnc2)c(C)c1 (stereo not given)	26%
Cc1cc(Cl)ccc1NC(=S)NCc1ccco1	4%
N/C(=N\OC(=O)CCC1CCCC1)c1cccc([N+](=O)[O-])c1	-16%[1.84 µM]
COc1ccc(NS(=O)(=O)c2ccc3nc(COc4ccc(Cl)c(C)c4)[nH]c3c2)cc1	-20%[1.84 µM]
COc1ccc2[nH]c3c(Cl)ncnc3c2c1	5%
CCOC(=O)C/C(C)=N/NC(=O)COc1ccccc1C	1%
COc1ccc(N2CCN(c3c(S(=O)(=O)c4ccccc4)cnc4ccc(OC)cc34)CC2)cc1	16%

4 entries from above in a different format.
| Structure | p53null 39C kill |
| --- | --- |
| COCCCNC(=O)c1cccc2c(=O)c(C)c(-c3ccccc3)oc12 | 25% |
| CCOC(=O)c1c(C)n(C)c2cc(-c3ccc(F)cc3)c(O)cc12 | 16% |
| CNC(=S)N(Cc1ccc(OC)cc1)C1CC(=O)N(c2ccc(C(=O)OC)cc2)C1=O (stereo not given) | 7% |
| CCCCC(=O)Nc1ccc(C(=O)NNC(=O)CCCOc2ccc(Cl)cc2Cl)cc1 | -17%[1.84 µM] |

Compound activity deposited in PubChem by National Center for Advancing Translational Sciences (NCATS).

An excerpt (hit frequency here may not be typical).
